Assay outcomes deposited in PubChem by several laboratories.
HTRA1 inh – inhibitors of human serine peptidase HTRA1; 340,000 compounds, 0.5% hits; AID 504803; inhibition, % at 5.96 µM; Q92743; recombinant HTRA1, FP-rhodamine activity-based probe, fluorescence polarization; in the data active = inhibition above about 36%;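 also: 0% = enzyme with DMSO and 100% = wells lacking enzyme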
PRMT1 FP inh – PRMT1 (human) inhibition, primary screen. Q99873. recombinant PRMT1, activity-based probe fluorescence polarization. inhibition, % at 2.79 µM. 370,000 compounds, 1.3% hits. AID 652257;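 active = inhibition above about 21% made by adding two undisclosed values, limit read from the data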
Target sequence (Q99873 whole entry, looked up): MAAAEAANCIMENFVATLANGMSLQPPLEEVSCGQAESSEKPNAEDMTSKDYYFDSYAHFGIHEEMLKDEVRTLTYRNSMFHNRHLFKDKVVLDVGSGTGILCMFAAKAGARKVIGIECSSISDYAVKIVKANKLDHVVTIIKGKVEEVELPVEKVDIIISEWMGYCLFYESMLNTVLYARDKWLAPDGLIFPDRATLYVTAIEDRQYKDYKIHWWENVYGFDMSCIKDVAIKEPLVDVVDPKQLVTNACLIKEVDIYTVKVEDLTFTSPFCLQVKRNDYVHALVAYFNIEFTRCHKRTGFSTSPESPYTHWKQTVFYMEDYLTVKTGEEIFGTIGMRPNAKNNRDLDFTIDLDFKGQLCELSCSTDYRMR
TCR CD3 inh – human TCR-CD3 binding inhibition. TAMRA-labeled TCR probe fluorescence, biochemical. AID 651800. 360,000 compounds, 0.37% hits. inhibition, % at 9.4 µM; in the data active = inhibition above about 19%;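 also: recombinant mutant TCR 2C K166C tagged with TAMRA read by polarization; 0% = receptor in buffer alone and 100% = receptor with positive control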
PG9 binder – PG9 antibody binding by small molecule | 360,000 compounds, 0.43% hits | inhibition, % at 6.7 µM | TR-FRET gp120-PG9 antibody binding; in the data active = inhibition above about 8.5%
LEDGF integ inh – blocks HIV-1 LEDGF/p75-dependent DNA integration | TR-FRET IN-LEDGF/p75 DNA integration, Eu/Cy5 | inhibition, % at 3.7 µM | 370,000 compounds, 0.64% hits | AID 743269;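 active = inhibition above the screen-wide mean plus 3 SD, cut at about 13% in these data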;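 also: signal is the Cy5 over europium emission ratio at 671 and 618 nm; 0% = plate median of compound wells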
rCAG RNA binder – r(CAG) repeat RNA binding; TO-PRO-1 dye displacement fluorescence; inhibition, % at 3 µM; 370,000 compounds, 1.3% hits; AID 651821;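 active = inhibition above the plate cutoff, the mean of all test compounds on that plate plus 3 SD, cut at about 35% in these data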;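 also: 0% = DMSO alone and 100% = 100 µM mitoxantrone as full dye displacement; higher means more dye released from RNA so lower well fluorescence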
Rev-erbA mod – modulates human Rev-erb alpha binding to DNA. P20393. Rev-erbα–FITC-DNA binding, fluorescence polarization, 90 min. activity, % at 10 µM. 370,000 compounds, 0.79% hits. AID 1259318;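 active = activity above about 14%, limit read from the data; passing the limit was not always enough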;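 also: 0% = DMSO wells with 35 nM protein and 100% = DMSO wells with 750 nM protein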
Target sequence (P20393 whole entry, looked up): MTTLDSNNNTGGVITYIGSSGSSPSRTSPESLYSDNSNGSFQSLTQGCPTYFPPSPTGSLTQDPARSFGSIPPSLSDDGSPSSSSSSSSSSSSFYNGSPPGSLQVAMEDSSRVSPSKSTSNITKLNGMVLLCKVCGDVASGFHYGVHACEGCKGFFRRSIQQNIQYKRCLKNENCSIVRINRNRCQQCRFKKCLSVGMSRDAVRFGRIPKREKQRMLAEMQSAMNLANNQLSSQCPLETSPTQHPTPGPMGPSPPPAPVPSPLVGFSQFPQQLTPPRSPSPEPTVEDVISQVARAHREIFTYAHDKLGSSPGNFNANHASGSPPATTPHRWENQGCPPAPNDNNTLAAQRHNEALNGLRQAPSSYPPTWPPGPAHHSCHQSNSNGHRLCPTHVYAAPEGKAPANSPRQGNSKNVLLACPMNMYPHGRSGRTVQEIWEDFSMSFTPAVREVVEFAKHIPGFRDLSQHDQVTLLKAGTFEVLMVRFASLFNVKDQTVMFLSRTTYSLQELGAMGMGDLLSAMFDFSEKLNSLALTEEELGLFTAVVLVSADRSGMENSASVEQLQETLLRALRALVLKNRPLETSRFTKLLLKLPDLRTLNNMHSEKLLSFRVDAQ
TDP2 absorb – blocks human TDP2 phosphodiesterase activity; 370,000 compounds, 0.34% hits; AID 720702; recombinant TDP2, T5PNP hydrolysis, p-nitrophenol absorbance 415 nm; inhibition, % at 12.8 µM; O95551;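 active = inhibition above the mean of all tested compounds plus 3 SD, set per campaign, cut at about 25% in these data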;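 also: 0% = DMSO with enzyme and 100% = buffer with substrate but no TDP2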
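Incubation: 2 h at 37 °C; Test system: recombinant human TDP2; Quantity: enzyme 120 nM; Read-out basis: percent inhibition; Medium: 50 mM Tris-HCl pH 7.5 with Mg2+, KCl, DTT, BSA; Repeats: single replicate; Compound: 12.8 µM single point, 1% DMSO; Signal: epi absorbance; Reagent: 5 mM T5PNP chromogenic substrate; Benchmarks: no-enzyme high, DMSO-plus-enzyme low.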
SIAE primary – inhibitors of human sialic acid acetylesterase SIAE | inhibition, % at 9.66 µM | AID 1053197 | SIAE FP-Rh probe binding, fluorescence polarization | 370,000 compounds, 0.69% hits | Q9HAT2;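 active = inhibition above a cutoff: mean of compounds within the control limits plus 3 SD of those, cut at about 17% in these data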;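 also: 0% = plate median of compound wells and 100% = probe without SIAE protein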
ABHD4 inh – ABHD4 (mouse) inhibition, primary FP screen; Q8VD66; purified mABHD4, FP-Rh probe fluorescence polarization; inhibition, % at 8.92 µM; 370,000 compounds, 0.54% hits; AID 720543;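 active = inhibition exceeding the mean over every tested compound plus 3 SD, cut at about 30% in these data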;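 also: 0% = plate median of compound wells and 100% = S159A mutant with DMSO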
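system = mouse ABHD4 enzyme, wild type | medium = HEPES pH 7.0, NaCl, Pluronic buffer | also added = FP-Rh probe | incubation = Enzyme–compound pre-incubation 45 min, then probe 60 min, both 25 °C | technique = fluorescence polarization, excitation 525 nm, emission 598 nm, BODIPY TMR filters | controls = S159A mutant high control, sample median low control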
An asterisk follows results filed as active; · = not tested or not shown. An excerpt; rates above refer to the full screens.

SMILES	HTRA1 inh	PRMT1 FP inh	TCR CD3 inh	PG9 binder	LEDGF integ inh	rCAG RNA binder	Rev-erbA mod	TDP2 absorb	SIAE primary	ABHD4 inh
NS(=O)(=O)c1ccc(NC(=S)N2CCN(c3ccc(Cl)c(Cl)c3)CC2)cc1	1.7	5.7	4.8	-1.9	0.2	12.6	5.0	0.2	-0.1	-4.9
Cc1csc(NC(=O)Cc2ccc(Br)cc2)n1	-12.8	-1.5	-4.9	-2.7	11.0	7.2	-1.5	-27.4	-4.3	-10.5
CC(=O)c1cccc(S(=O)(=O)N2CCN(c3nc4cc(C)cc(C)c4cc3C#N)CC2)c1	-9.2	-1.5	-3.8	-0.5	-0.7	3.2	174.3*	-5.2	-1.0	3.0
Cc1cc(C)n2c(SCC(=O)N(CCC#N)c3ccc4c(c3)OCCO4)nnc2n1	3.7	2.6	8.9	-0.4	2.8	10.7	-22.3	6.3	2.6	11.7
CN(C)NC(=S)Nc1cccc(C(F)(F)F)c1	-4.1	0.3	4.5	-1.0	-1.8	-3.2	-4.9	-3.9	0.6	-3.9
O=C(NC1(Cc2ccccc2)CCN(CCc2cccs2)C1=O)c1ccccc1 (stereo unspecified)	-7.7	-2.8	-4.9	-0.4	-1.7	-9.9	2.6	0.8	0.5	-1.2
CN(CC(=O)Nc1ccc(Cl)c(Cl)c1)C(=O)C1CCC1	-0.9	3.9	-8.8	1.2	2.2	3.5	-5.5	1.4	1.8	3.9
COc1cccc(N2CCN(C(=O)CCc3nnc4ccc(N5CCCC5)nn34)CC2)c1	6.7	-4.0	-5.1	-3.3	1.8	-5.4	-3.8	13.0	-5.8	4.2
COc1ccc(NC(=O)C2CCCN2C(=O)NC2CCCCC2)cc1OC (stereo unspecified)	-0.7	-0.8	8.7	0.1	-2.5	0.7	-2.4	-0.3	-5.5	-3.6
O=S1(=O)CCO[C@H]2Cc3ccccc3[C@H]2N1Cc1cccc(F)c1	1.8	1.4	2.5	-0.6	1.1	-4.5	-1.5	-8.9	1.3	-3.4
CCc1c(C)nc2cc(C)[nH]n2c1=O	3.9	-0.5	7.5	-0.5	-3.0	0.9	5.3	-1.7	-2.2	-1.8
COc1ccccc1-c1cnc(C(O)c2cccc(C)c2C)[nH]1 (stereo unspecified)	·	-1.1	-0.3	-0.5	0.4	2.4	-6.1	-7.4	1.5	-1.2
CC(C)[C@H](NC(=O)Nc1ccc(S(N)(=O)=O)cc1)C(=O)O	0.7	0.3	-0.1	-2.5	1.7	4.2	1.8	2.3	1.1	1.2
Cc1ccc(S(=O)(=O)CCC(=O)OCC(=O)N2CCN(c3ccccc3)CC2)cc1	-0.3	-1.5	-4.3	-0.7	4.5	-8.0	0.8	-8.0	-4.5	2.2
Cc1ccc(S(=O)(=O)c2c(C)nn(C(C)(C)C)c2OC(=O)c2cccs2)cc1	-16.8	-2.2	-0.6	0.8	4.8	-6.5	-0.1	-5.2	-0.1	-6.6
O=C(CCCN1C(=O)c2cccc3cccc(c23)C1=O)N1CCc2ccccc2C1	-19.5	5.3	7.9	-1.0	-2.3	1.7	15.6	-3.4	-6.2	-1.2
CCCC(=O)Nc1ccc(Sc2ccc([N+](=O)[O-])cc2)cc1	-23.3	0.0	-5.6	-2.2	-3.4	0.4	1.8	-13.5	-3.8	-10.4
CCCNNC(=O)C(O)(c1cccc(C)c1)c1cccc(C)c1	0.6	-3.0	6.9	1.5	-1.1	-2.5	2.7	5.2	7.8	-0.8
O=C(Nc1cccc(NC(=O)c2cccnc2)c1)c1ccccc1	-14.0	-5.5	5.5	-1.8	-1.4	-3.8	6.6	9.0	2.3	0.3
COc1ccc(Oc2nc3c(c(=O)n(C)c(=O)n3C)n2C)cc1	2.1	0.1	-8.5	0.4	-1.7	-1.2	5.5	12.7	-1.3	2.5

Compound profiles, from the list above. Order of screens: HTRA1 inh	PRMT1 FP inh	TCR CD3 inh	PG9 binder	LEDGF integ inh	rCAG RNA binder	Rev-erbA mod	TDP2 absorb	SIAE primary	ABHD4 inh
`CCCC(=O)Nc1ccc(Sc2ccc([N+](=O)[O-])cc2)cc1` is entered as -23.3	0.0	-5.6	-2.2	-3.4	0.4	1.8	-13.5	-3.8	-10.4
`COc1ccc(NC(=O)C2CCCN2C(=O)NC2CCCCC2)cc1OC` (stereo unspecified) is entered as -0.7	-0.8	8.7	0.1	-2.5	0.7	-2.4	-0.3	-5.5	-3.6

(listing goes on)
SMILES	HTRA1 inh	PRMT1 FP inh	TCR CD3 inh	PG9 binder	LEDGF integ inh	rCAG RNA binder	Rev-erbA mod	TDP2 absorb	SIAE primary	ABHD4 inh
Cc1ccsc1C(=O)OCC(=O)Nc1cccc(F)c1	-6.1	-2.9	4.5	0.1	8.7	-0.6	-7.8	2.8	-2.4	-0.7
CCCn1cnnc1CNC(=O)C1CCC(=O)N(CCc2cccc(F)c2)C1 (stereo unspecified)	-2.5	-1.3	3.0	-2.7	-0.9	-2.7	-6.0	0.7	0.3	4.9
O=[N+]([O-])c1ccc2c(c1)Nc1nc3ccccc3nc1N2	-2.6	8.3	-26.1	-18.7	-2.1	11.2	-19.4	-11.2	6.0	-19.5
COc1ccc(CCNC(=O)CSc2nc3c(sc(=S)n3-c3ccccc3)c(=O)[nH]2)cc1OC	1.2	-0.4	-6.5	-1.9	-0.6	18.7	-3.1	6.8	2.9	1.5
CNNCc1ccc(C(=O)NC(C)C)cc1	4.3	1.9	5.2	-2.0	-6.0	0.2	-1.0	1.1	9.2	3.8
CN(C)C(N)=NCCC[C@H](N)C(=O)O	0.8	-1.6	-1.8	1.2	-1.3	2.2	13.1	2.1	1.0	-2.4
Cn1c(SCC(=O)NCCNC(=O)CSc2nnc(C(F)(F)F)n2C)nnc1C(F)(F)F	2.9	-0.7	3.4	0.0	2.6	-0.9	2.0	8.3	0.8	-5.2
CCOC(=O)c1cc(CC)sc1NC(=O)COc1ccc2c(C)cc(=O)oc2c1	-0.2	2.1	0.0	-0.3	0.8	0.5	-3.0	12.8	-3.4	3.1
Cc1ccc(N(C(C)C(=O)Nc2ccc(S(=O)(=O)N3CCOCC3)cc2)S(C)(=O)=O)cc1C (stereo unspecified)	-6.0	-1.7	8.3	-1.2	0.0	-2.2	0.6	9.7	2.5	-6.6
C=CCc1cccc(CNc2nc3ccccc3n2CC)c1O	-5.3	-1.0	2.0	0.6	0.0	-0.8	6.5	8.3	8.3	5.8
COc1ccc(/C=N/N=C2/NC(=O)C(CC(=O)NC(N)=O)S2)cc1 (stereo unspecified)	8.6	3.7	-2.2	-0.4	-7.7	1.3	-3.1	-3.5	-6.9	2.4
O=C(OCc1cn(Cc2cccc(F)c2F)nn1)N1CCOCC1	·	4.0	·	·	-1.3	-0.3	1.3	-8.7	1.9	1.3
COC(=O)c1ccc2c(=O)n(CCN3CCOCC3)c(SCC(=O)Nc3ccccc3Cl)nc2c1	4.5	26.5*	-1.0	-1.2	2.2	1.4	-6.3	6.3	0.3	3.2
CCn1c(=O)c2ccccc2n(Cc2cccc(C)c2)c1=O	-2.7	1.1	6.8	-1.2	-3.0	-6.7	1.5	-8.7	-0.4	0.9
O=C(c1cccc(C(F)(F)F)c1)N1CCN(CCc2ccccc2)CC1	0.5	-3.2	1.9	-0.1	-0.6	-14.5	-7.0	6.5	6.4	-4.1
Cc1ccc(CN2C(=O)S/C(=C\c3ccccc3OCC(=O)O)C2=O)cc1	-14.4	0.1	8.1	-1.6	-1.0	60.5*	0.0	-9.1	-4.2	16.0
CC[C@@]1(c2ccccc2C)C(=O)N(C(=O)OC)N1C(=O)OC	1.4	-0.8	3.3	0.5	-0.5	1.2	3.3	0.7	6.4	-1.9
NNC(=O)CS(=O)(=O)c1ccc(Cl)cc1	-2.4	-1.2	4.4	0.3	5.8	0.5	-0.1	-2.5	0.3	7.5
Cn1c(=O)c2c(nc(CCC3CCCC3)n2C)n(C)c1=O	-3.4	-3.4	-0.7	-1.4	3.2	-4.0	3.4	-2.6	-1.9	-4.5
COc1cccc(CCNC(=O)c2cc(COc3ccc(C)c(C)c3)on2)c1OC	-25.9	-2.7	4.1	0.4	-1.0	4.5	-0.3	2.4	-3.5	-11.9
COc1ccc2nc(SCC(=O)N3CCCCCC3)c(C#N)cc2c1	-8.0	3.5	-1.6	2.0	-2.5	-3.9	5.7	1.2	-7.7	-7.1
O=C(CCc1nnc(Cc2ccc(-c3ccccc3)cc2)o1)N1CCCC1	-2.8	1.5	-6.3	-0.1	-4.1	-4.1	-2.2	10.5	4.9	5.2
NC(N)=NS(=O)(=O)c1ccc(NC(=S)NC(=O)c2ccc3c(c2)OCO3)cc1	-0.2	2.5	-2.1	9.5*	-5.0	6.4	13.1	1.8	-11.6	3.3
Clc1ccc(Nc2nnc(-c3ccc4c(c3)OCO4)o2)cc1	·	15.1	-0.7	-0.6	-1.1	2.2	1.0	-11.8	-4.5	3.9
c1ccc2c(N3CCCCC3)nc(N3CCCCC3)nc2c1	-1.9	-0.1	2.0	0.3	-2.9	2.1	1.3	7.1	-1.9	-1.7
CC(C)Sc1nc2ccccc2n1CC(N)=O	0.3	1.6	-0.5	-1.8	-1.8	2.3	-7.3	-0.9	-2.0	-4.6
CCc1ccc(-c2cc(C)no2)cc1S(=O)(=O)N1CCN(c2cccc(C)c2C)CC1	-26.7	-6.3	3.6	-1.6	2.2	9.6	0.7	-1.3	-13.3	-1.9
O=C(CC(c1ccccc1)c1ccccc1)OCn1nnc2ccccc2c1=O	-19.5	-1.7	1.3	1.0	4.7	-6.1	2.7	-8.0	-3.3	-7.2
Cc1cc(NCCO)c2ccccc2n1	0.9	-1.1	0.4	0.2	0.0	0.4	-6.1	2.9	-1.3	5.7
CCOC(=O)C1CCN(C(=O)COc2ccc(S(=O)(=O)N3CCCC3)cc2C)CC1	1.9	-0.2	2.0	-2.5	-2.1	-6.1	-3.2	2.6	5.3	3.1
O=C(CCn1cnnn1)N1CCCC(Nc2ccc(F)c(F)c2)C1 (stereo unspecified)	0.8	-1.3	-0.2	-1.2	-3.6	-2.4	-3.5	13.3	3.1	0.6
Cc1ccc(O)c(-c2cc(-c3cccc(Br)c3)n[nH]2)c1	-36.2	8.8	3.1	2.0	-2.9	19.5	3.7	3.7	-23.2	-24.6
c1coc(CNc2ncnc3[nH]ncc23)c1	-8.7	-1.2	-5.2	-0.3	-1.8	-3.4	0.3	6.4	-6.1	1.4
CCOc1ccccc1OCCOCCN1CC(C)OC(C)C1 (stereo unspecified)	1.5	2.7	-8.2	-0.1	-3.4	-11.6	3.2	2.8	4.5	5.0
Cc1ccc(S(=O)(=O)CCC(=O)OCC(=O)N(C)c2ccccc2)cc1	3.9	2.5	-5.9	2.0	-2.6	-9.7	-0.9	1.0	4.4	-3.3
COc1ccc(C(=O)/C=C/c2cccc(OCc3ccccc3)c2)cc1CSCC(=O)O	-32.1	10.6	2.4	-1.1	1.2	60.5*	-4.3	8.4	-28.0	-40.6
NC(=O)N1CC(O)CC1C(=O)Nc1ccc(Cl)c(Cl)c1 (stereo unspecified)	2.5	0.2	0.5	-0.8	4.7	-3.1	3.0	-2.5	-2.0	8.9
